Assay outcomes as filed in PubChem BioAssay.
CHRM5 antagonist – CHRM5 antagonism in calcium assay | P08912 | CHO-hM5 cells, Fluo-8 calcium fluorescence, ACh EC80 | inhibition, % at 3 µM | 0.59% of 360,000 active;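 active = inhibition above a per-plate cutoff, the mean of that plate's test compounds plus 3 SD, cut at about 27% in these data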;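 also: 0% = acetylcholine EC80 with DMSO and 100% = DMSO without agonist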
Target sequence (P08912 whole entry, looked up): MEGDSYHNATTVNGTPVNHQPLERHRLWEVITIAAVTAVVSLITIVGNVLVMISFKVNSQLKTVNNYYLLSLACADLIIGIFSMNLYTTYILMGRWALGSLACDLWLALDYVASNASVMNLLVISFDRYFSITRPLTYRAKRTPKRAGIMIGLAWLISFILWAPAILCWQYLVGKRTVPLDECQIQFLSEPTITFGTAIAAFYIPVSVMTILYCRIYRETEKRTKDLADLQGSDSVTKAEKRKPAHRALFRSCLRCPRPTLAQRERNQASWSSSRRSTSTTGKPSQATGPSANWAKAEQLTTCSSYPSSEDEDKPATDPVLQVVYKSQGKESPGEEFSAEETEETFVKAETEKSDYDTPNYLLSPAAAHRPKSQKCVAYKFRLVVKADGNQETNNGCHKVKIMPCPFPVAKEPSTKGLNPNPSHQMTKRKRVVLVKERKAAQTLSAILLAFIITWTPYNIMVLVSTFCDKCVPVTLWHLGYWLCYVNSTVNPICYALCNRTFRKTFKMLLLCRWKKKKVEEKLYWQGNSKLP
CHRM4 agonist – agonists of human muscarinic M4 receptor (CHRM4). P08173. CHO-K1 hM4/Gqi5, Fluo-8 calcium fluorescence; vehicle 0%, full acetylcholine response 100%. activation, % at 3 µM. 0.14% of 360,000 active. AID 624127;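 active = activation above the run mean over all test wells plus 3 SD, cut at about 32% in these data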;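 also: peak over basal fluorescence ratio per well then scaled between controls; 0% = DMSO wells and 100% = acetylcholine at EC100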
Target sequence (P08173 whole entry, looked up): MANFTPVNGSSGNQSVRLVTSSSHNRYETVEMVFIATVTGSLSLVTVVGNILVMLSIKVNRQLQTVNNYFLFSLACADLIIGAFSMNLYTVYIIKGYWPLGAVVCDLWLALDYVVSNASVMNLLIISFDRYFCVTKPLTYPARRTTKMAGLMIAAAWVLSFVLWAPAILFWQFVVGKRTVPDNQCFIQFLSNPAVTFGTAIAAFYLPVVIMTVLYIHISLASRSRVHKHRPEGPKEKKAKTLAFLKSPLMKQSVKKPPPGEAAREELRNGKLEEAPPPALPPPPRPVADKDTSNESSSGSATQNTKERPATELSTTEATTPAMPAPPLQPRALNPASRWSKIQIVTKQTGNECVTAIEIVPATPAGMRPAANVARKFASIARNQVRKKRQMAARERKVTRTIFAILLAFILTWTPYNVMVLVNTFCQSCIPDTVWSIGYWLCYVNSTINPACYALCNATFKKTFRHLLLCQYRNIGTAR
M4 PAM – positive allosteric modulators of human muscarinic M4 receptor | P08173 | CHO-K1 hM4/Gqi5, Fluo-8 calcium fluorescence, ACh EC20; 0% = ACh EC20, 100% = maximal ACh | activation, % at 3 µM | 0.4% of 360,000 active | AID 624126;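 active = activation above its plate's cutoff, the mean activation of sample wells plus 3 SD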; also: some results filed as inactive read as strong as hits
M5 PAM – positive allosteric modulators of human muscarinic M5 receptor | CHO-K1 hM5, Fluo-8 calcium, ACh EC20 PAM; 0% = ACh EC20, 100% = ACh EC100 | 0.3% of 360,000 active | P08912 | activation, % at 3 µM;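 active = activation above the run cutoff, the mean activation of all test compounds plus 3 SD, cut at about 18% in these data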
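system = human M5 receptor in CHO-K1 cells | compound = one concentration, 3 µM final (nominal) | schedule = Post-acetylcholine fluorescence recording 140 s | signal = Fluo-8 calcium dye fluorescence, kinetic read | benchmarks = low control EC20 acetylcholine (0%), high control EC100 acetylcholine (100%) | repeats = singlicate, one well per test compound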
CHRM5 agonist – CHRM5 agonism in calcium assay | activation, % at 3 µM | 0.19% of 360,000 active | CHO-K1 hM5 cells, Fluo-8 calcium fluorescence; 0% DMSO wells, 100% maximal acetylcholine response | P08912;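 active = activation above the run's mean over test compounds plus 3 SD, cut at about 23% in these data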;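 also: signal is peak over basal fluorescence ratio across the kinetic read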
CHRM4 antagonist – antagonists of human muscarinic M4 receptor (CHRM4) | inhibition, % at 3 µM | AID 624125 | P08173 | CHO-hM4 cells, ACh EC80, Fluo-8 calcium fluorescence | 0.73% of 360,000 active;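 active = inhibition above its plate's cutoff, the mean inhibition of sample wells plus 3 SD, cut at about 27% in these data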;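 also: 0% = acetylcholine EC80 with DMSO and 100% = DMSO without agonist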
M1 PAM parental – M1 PAM counterscreen hit in parental CHO-K1 cells; ATP EC20, Fluo-8 calcium fluorescence; 0% at ATP EC20, 100% at ATP max; 0.02% of 360,000 active; activation, % at 3 µM; AID 602247;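 active = activation above the run cutoff, the mean activation of all test compounds plus 3 SD, cut at about 40% in these data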;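 also: peak over basal fluorescence ratio in a 140 s read after ATP addition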
CHO-K1 Ca antag – nonselective inhibitor or artifact in parental CHO-K1 cells; ATP-induced calcium, Fluo-8 fluorescence; inhibition, % at 3 µM; 0.6% of 360,000 active; AID 602250;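 active = inhibition above a per-plate cutoff, the plate's mean sample inhibition plus 3 SD, cut at about 24% in these data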;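 also: 0% = DMSO plus EC80 ATP and 100% = DMSO alone without ATP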
CHO-K1 Ca ag – M1 agonist counterscreen hit in parental CHO-K1 cells; 0.48% of 360,000 active; Fluo-8 calcium fluorescence; scaled to maximal ATP response, vehicle zero; activation, % at 3 µM; in the data active = activation above about 15%;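 also: untransfected CHO-K1 host cells lacking M1 receptor as counterscreen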
The depositor's hits bear a star; & = joins results of further samples. Compounds were not picked by outcome. Share with any hit: about 2.7%.

SMILES | CHRM5 antagonist | CHRM4 agonist | M4 PAM | M5 PAM | CHRM5 agonist | CHRM4 antagonist | M1 PAM parental | CHO-K1 Ca antag | CHO-K1 Ca ag
COc1ccc(S(=O)(=O)Nc2c(C)ccc3nsnc23)cc1OC | -8 | 2 | 15 | -4 | -3 | -1 | -1 | 0 | 0.3
CCOc1ccccc1NC(=O)C1CCN(C(=O)c2cccs2)CC1 | -1 | 1 | -3 | 0 | -2 | 0 | 18 | -6 | 0.6
Cc1ccc(NC(=O)CN2C(=O)CN(C)C2=O)cc1S(=O)(=O)N1CCCCC1 | 8 | 0 | 3 | -5 | -4 | 7 | 7 | 5 | 0.4
CCc1ccc2oc(-c3cc(N)ccc3O)nc2c1 | -3 | 0 | 10 | 5 | 0 | -10 | 12 | -2 | 0.2
CC1CCCN(c2ccc([N+](=O)[O-])cc2C(=O)c2ccccc2)C1 (centres undefined) | -2 | -2 | -15 | -13 | -5 | 2 | -11 | 16 | -0.5
COc1cccc(/C=c2\sc3nc(-c4cccs4)nn3c2=O)c1OC | -1 | 0 | 7 | 0 | -1 | 0 | 12 | -9 | 0.6
CC(C)C1Cc2ccccc2-c2[nH]c(=S)[nH]c(=O)c21 (centres undefined) | -6 | 1 | -4 | 1 | -3 | -9 | 10 | -9 | 0.3
c1ccc(-c2noc(CN3CCOCC3)n2)cc1 | -1 | 1 | 0 | 0 | -2 | -1 | 13 | 7 | 1.1
Cc1cc(C)[n+](-c2ccc(C(C)C)cc2)c2[nH]c(=O)[nH]c(=O)c12 | -1 | 0 | -33 | -9 | -7 | 41* | 21 | 2 | 4.8
CCCCN1C(=O)c2ccc(C(=O)Nc3ccccc3N3CCOCC3)cc2C1=O | 16 | 4 | 6 | -4 | 4 | -6 | -11 | -10 | 0.8
Cc1noc(C)c1S(=O)(=O)NC(=O)C1(C)CCN1C(=O)C1(c2ccc(Cl)cc2)CCC1 (centres undefined) | 5 | 1 | 2 | -1 | 1 | -9 | 15 | -8 | 1.0
CCCCCCSc1ccc(-c2nc3ccc(Cl)cn3c2NCc2ccccc2)cc1 | 12 | 3 | 6 | -5 | -1 | -1 | 17 | -19 | 1.4
Cc1cc(C)n(CCOC(=O)c2sc3ccccc3c2Cl)n1 | -1 | 1 | -4 | -4 | -5 | -6 | 24 | -9 | 1.3
CCOC(=O)c1c(C)sc2c1N(C(=O)CN(CC)CC)c1ccccc1S2 | 3 | -1 | -6 | -13 | -6 | -3 | 15 | -5 | 5.5
CCCCOc1ccc(CSCCN=C(N)N)cc1 | -20 | 1 | -4 | 0 | -11 | 2 | 11 | 4 | 0.0
Fc1cccc(/C=N/Nc2ccccn2)c1 | -1 | 4 | 9 | 2 | 5 | 1 | -1 | -8 | 0.9
NC(=S)N/N=C/c1ccc(-n2nncc2-c2ccc(Cl)cc2)cc1 | -8 | 6 | -9 | 3 | 5 | 8 | -4 | -7 | 1.5
CCOC(=O)c1c(C)n(CC)c2ccc(OC(=O)c3ccc([N+](=O)[O-])cc3)cc12 | -2 | 0 | -1 | 3 | -1 | 5 | -12 | 17 | -0.4
COc1ccc(CC2(CO)CCN(Cc3cnn(C)c3)CC2)cc1 | 10 | 1 | 0 | 9 | 0 | -6 | -1 | -4 | -0.4
C[C@@H]1C(NC(=O)c2ccccc2)CC2CC1C2(C)C (some centres undefined) | -4 | 0 | 7 | 3 | -1 | -6 | -5 | -11 | 4.6
CC(=O)C1CCC2C3CCC4=CC(=O)C=CC4(C)C3C(=O)CC12C (centres undefined) | 0 | 1 | 0 | 11 | 3 | -2 | 8 | -12 | 0.4
CCCCC(=O)NC(=S)Nc1cc([N+](=O)[O-])ccc1OC | 11 | 0 | 6 | 6 | -6 | -2 | 21 | -15 | 0.3
Cc1ccc(Sc2ncccc2C(=O)O)cc1 | -9 | 1 | 8 | 7 | -1 | 6 | 7 | 4 | 1.5
COc1ccc(NS(=O)(=O)c2ccc(NC(=S)NC(=O)CC(C)C)cc2)cc1 | 8 | 6 | -6 | -6 | 19 | 13 | -1 | 8 | 3.5
Cc1csc(SCC(=O)Nc2nc3ccccc3s2)n1 | 5 | 2 | -4 | -2 | 0 | 0 | 4 | -2 | 2.7
Cc1cccc(N2CCN(S(=O)(=O)c3ccc(-c4ccc(=O)[nH]n4)o3)CC2)c1C | 10 | 4 | 1 | -2 | 1 | -16 | 1 | -13 | 5.2
O=C(CNC(=O)C1CCCCC1)NCCCO | -5 | 1 | 6 | 2 | 3 | -4 | 2 | -16 | 0.6
O=C(Nc1ccccc1Oc1ccccc1)c1cc([N+](=O)[O-])ccc1Cl | 1 | -1 | -4 | -12 | -4 | -35 | 8 | 6 | 0.6
C=CCNCCOCCSc1ccc(Cl)cc1 | 0 | 2 | -8 | -3 | -6 | -7 | 14 | -7 | 1.7
CC(=O)NC(CC(=O)OCC(=O)c1c(N)n(CC(C)C)c(=O)n(C)c1=O)c1ccccc1 (centres undefined) | 5 | 1 | -1 | 2 | 0 | -2 | 14 | -3 | 0.0
CCN(CC)CCOC(=O)c1ccc(NC(=O)CCCN2C(=O)/C(=C\c3cccs3)SC2=S)cc1 | -3 | 3 | -7 | -5 | -7 | -2 | 6 | 2 | 1.2
CCc1ccc(NC(=O)Cn2c(=O)oc3cc(S(=O)(=O)N4CCOCC4)ccc32)cc1 | 5 | 7 | -4 | -4 | 3 | -15 | 16 | 4 | 1.8
CC(C)(C)OC(=O)N1CCC[C@H]1C(=O)OCC(=O)Nc1cc(S(C)(=O)=O)ccc1Cl | -1 | 6 | 10 | -1 | 9 | -12 | -1 | 2 | 3.6
O=C(NNC(=O)c1ccc(Cn2cccn2)o1)NC12CC3CC(CC(C3)C1)C2 | -16 | 2 | 2 | 9 | -1 | -4 | -14 | 3 | 0.1
c1ccc(N=NC2=NN(c3ccccc3)CS2)cc1 | 5 | -1 | 0 | -3 | -1 | -5 | -13 | 5 | -0.6
O=C(CN1CCCC1)Nc1ccc([N+](=O)[O-])cc1 | 6 | 1 | -1 | 0 | -3 | 7 | 21 | -10 | 2.4
COc1ccccc1CN(C)C(C)C(=O)Nc1cccc(C(C)=O)c1 (centres undefined) | 10 | 2 | -10 | 5 | -3 | 4 | 11 | -7 | 2.0
COc1ccc(CNC(=O)/C=C/c2ccccc2[N+](=O)[O-])cc1 | 14 | 2 | 3 | -9 | -2 | -7 | 7 | 2 | 0.3
COc1ccccc1N(CC(=O)Nc1ccc2c(c1)OCO2)S(=O)(=O)c1ccccc1 | 9 | 9 | -4 | -10 | 2 | 5 | 10 | 1 | 3.9
CN(C)CCNc1nc(Oc2cccc(F)c2)c2sccc2n1 | 8 | 5 | -8 | -10 | -3 | -11 | -4 | 0 | 0.9
O=C(O)c1ccc(S(=O)(=O)c2ccc3c(c2)C(=O)N(NC(=O)c2cccnc2)C3=O)cc1 | 2 | 0 | -8 | -1 | 0 | -8 | 5 | -6 | 1.0
COCCCNC(=O)c1ccc(-n2nc(C(F)(F)F)cc2-c2cccs2)cc1 | -3 | 2 | 0 | -1 | -5 | -7 | -17 | 0 | 0.7
Cc1ccc(C(C(=O)NCC2CCCO2)N(C(=O)c2snc(C(N)=O)c2N)c2ccccc2)o1 (centres undefined) | 9 | 4 | -6 | -6 | -1 | -4 | 21 | -8 | 3.6
O=C1N2CCSC2=NC1(NS(=O)(=O)c1ccccc1)C(F)(F)F (centres undefined) | -3 | 0 | 2 | 3 | 0 | 10 | 13 | -2 | 0.2
CCc1cc2c(SCC(=O)NC3CCCC3)ncnc2s1 | -2 | 1 | 5 | -1 | 0 | 1 | -9 | 11 | -0.2
CCCCc1nc2cc(C(=O)N3CCNC(=O)C3CC(=O)OC)ccc2o1 (centres undefined) | 13 | 1 | 6 | -4 | -3 | -8 | -13 | 1 | 0.2
Cc1ccccc1-c1nc(NCC2CC2)nc2ccsc12 | 14 | -1 | -10 | -13 | -4 | 14 | -13 | 20 | -0.7
C[C@H](NC(N)=O)C(=O)Nc1ccc2c(c1)OCO2 | -1 | 0 | 7 | 9 | 1 | -1 | 9 | -1 | 0.3
O=C(O)CCSc1ccc2ccccc2n1 | -7&-5 | 1&1 | 1&5 | 5&4 | -1&-1 | -2&-12 | 9&-8 | 0&16 | 0.1&1.0
C=CCOc1ccc(C(c2c(C)n(C)n(-c3ccccc3)c2=O)c2c(C)n(C)n(-c3ccccc3)c2=O)cc1 | -1 | 0 | -4 | -7 | -7 | -5 | -3 | -6 | 0.6
CC(CCN1C(N(C)C)=NC[C@@H]1C)c1ccccc1 (some centres undefined) | 5 | 2 | 2 | -14 | -12 | 4 | -14 | 10 | -0.3
CCn1nnnc1SCC(=O)Nc1nc(-c2cccs2)cs1 | -5 | 4 | 0 | -1 | 3 | 8 | 3 | -3 | 1.2
COc1cccc(C(C)(O)c2nc(-c3cccc(C(=O)O)c3)cs2)c1 (centres undefined) | -1 | 1 | 1 | -3 | 1 | -4 | -6 | 21 | -0.2
CCn1c(=O)cc(SCC(=O)Nc2ccc(Cl)cc2)c2ccccc21 | -13 | 1 | 14 | 10 | 0 | -4 | 22 | -14 | 0.4
Cn1c(-c2ccccc2)c(C=O)c2ccccc21 | -1 | 0 | -1 | 6 | -6 | -2 | -10 | -9 | -0.7
Cc1cc(-c2nnnn2-c2cc(Cl)cc(Cl)c2)no1 | 10 | 2 | -1 | -3 | 1 | -8 | 17 | -8 | 0.8
Cc1c(C(=O)NNC(=O)Nc2ccc([N+](=O)[O-])cc2)oc2ccccc12 | -11 | 3 | 1 | -5 | 2 | -7 | -2 | -7 | 1.4
Cc1cccc(C)c1NC(=O)CNC(=O)CCNC(=O)c1ccco1 | -3 | 1 | 7 | 3 | 1 | -9 | 11 | -17 | 0.4
CCCCNC(=O)COc1ccccc1[N+](=O)[O-] | 7 | 0 | 8 | 1 | -2 | -1 | 11 | -3 | 2.8
COc1ccc(C(=O)O)cc1NS(=O)(=O)c1cccc2nsnc12 | 0 | 2 | 0 | -4 | 0 | 0 | 11 | -9 | 0.2

Continuation.
SMILES | CHRM5 antagonist | CHRM4 agonist | M4 PAM | M5 PAM | CHRM5 agonist | CHRM4 antagonist | M1 PAM parental | CHO-K1 Ca antag | CHO-K1 Ca ag
CN(C)c1cccc(C(=O)NNC(=O)C23CC4CC(CC(C4)C2)C3)c1 | 3 | 5 | 8 | -4 | -3 | -31 | -10 | -17 | 0.5
Cc1cc(C)cc(NC(=O)c2ccc3nc[nH]c3c2)c1 | 4 | 1 | -3 | -8 | 0 | -3 | 1 | 1 | 0.1
CCOC(=O)C1CCCCN1C(=O)CCc1c(C)nc2ncnn2c1C (centres undefined) | 7 | 0 | 4 | -4 | -2 | 1 | 19 | -7 | 0.6
c1ccc2c(CN3CCSCC3)cccc2c1 | 1 | -2 | 1 | 6 | 1 | -13 | 6 | 0 | -0.5
O=C(NC1CCCCC1)N1CCC(c2nc3ccc(Cl)cc3[nH]2)CC1 | 2 | 1 | 6 | -4 | 0 | -2 | -8 | -11 | -0.1
